OX1R FRET antag = antagonists of human orexin 1 receptor (OX1R); OX1R-expressing cells, FRET antagonist read-out; inhibition, % at 6.6 µM; 330,000 tested, 1.8% active; AID 485270, 2010; in the data active = inhibition mostly above about 38%, no sharp cut-off; inactive = mostly below about 40%;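 note: 0% = agonist challenge alone and 100% = reference antagonist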
Target sequence (O43613 whole entry, looked up): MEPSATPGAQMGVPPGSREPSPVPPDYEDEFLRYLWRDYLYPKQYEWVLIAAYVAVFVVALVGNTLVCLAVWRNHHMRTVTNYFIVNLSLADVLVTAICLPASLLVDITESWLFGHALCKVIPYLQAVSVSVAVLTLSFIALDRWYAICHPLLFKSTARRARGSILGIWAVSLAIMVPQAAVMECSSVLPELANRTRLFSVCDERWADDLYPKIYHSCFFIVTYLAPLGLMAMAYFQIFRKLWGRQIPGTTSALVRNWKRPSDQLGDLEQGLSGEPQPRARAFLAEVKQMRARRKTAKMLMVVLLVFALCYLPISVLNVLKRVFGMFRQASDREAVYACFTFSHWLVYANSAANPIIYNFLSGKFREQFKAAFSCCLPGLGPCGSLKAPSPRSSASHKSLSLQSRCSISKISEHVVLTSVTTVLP
STK33 inh = inhibitors of purified STK33 kinase, primary screen, biochemical, ADP-Glo luminescence, homogeneous, cell-free; Serine/threonine-protein kinase 33 (Homo sapiens), Q9BYT3; MBP phosphorylation; inhibition, % at 10 µM; 320,000 tested, 0.073% active; AID 2661, 2010;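 active = inhibition at or above 25%, using the most active replicate where run in duplicate; inactive = inhibition below 25%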
Target sequence (Q9BYT3 whole entry, looked up): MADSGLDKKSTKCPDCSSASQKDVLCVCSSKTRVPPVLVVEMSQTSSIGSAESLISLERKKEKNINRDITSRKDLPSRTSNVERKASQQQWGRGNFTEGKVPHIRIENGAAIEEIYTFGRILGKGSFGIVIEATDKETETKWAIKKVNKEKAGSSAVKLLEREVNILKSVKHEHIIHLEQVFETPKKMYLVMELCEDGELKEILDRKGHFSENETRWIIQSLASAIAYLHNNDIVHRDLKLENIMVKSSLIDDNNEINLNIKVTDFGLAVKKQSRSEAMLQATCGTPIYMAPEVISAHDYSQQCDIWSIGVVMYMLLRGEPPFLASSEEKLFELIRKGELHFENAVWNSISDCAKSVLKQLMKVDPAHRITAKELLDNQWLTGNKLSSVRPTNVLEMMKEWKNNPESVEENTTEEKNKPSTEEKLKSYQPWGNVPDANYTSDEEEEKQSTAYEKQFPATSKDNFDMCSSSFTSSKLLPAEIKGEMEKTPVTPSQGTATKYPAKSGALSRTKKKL
* marks the source's active call; other numbers are inactive results; / = not tested or not shown; & = joins results of further samples.

| Structure | OX1R FRET antag | STK33 inh |
| --- | --- | --- |
| O=C(c1cccc(-c2nnc(-c3ccccc3)o2)c1)N1CCCCC1 | 36 | -0.5 |
| CC1Cc2ccccc2N1CC(=O)NC(=O)NC1CCCCC1 (stereo not drawn) | -3 | -0.6 |
| COc1ccc(-n2nc3c(c2NC(=O)c2cc(Br)ccc2Cl)CS(=O)C3)cc1 (stereo not drawn) | 14 | -0.6 |
| CC(CCc1ccccc1)NC(=O)C(=O)N1CCOCC1 (stereo not drawn) | 13 | -0.5 |
| Cc1c(C(=O)Nc2ccc(F)cc2)cn2c(nc3ccccc32)c1C#N | 7 | -0.5 |
| Cc1ccc([N+](=O)[O-])c(C(=O)Nc2cccnc2Cl)c1 | 38 | -0.5 |
| O=C(COc1ccccc1[N+](=O)[O-])Nc1cc(C(=O)O)cc(C(=O)O)c1 | 28 | -1.5 |
| Fc1ccc(N/N=C2/CCSc3sccc32)c(F)c1 | 13 | -2.0 |
| O=C(O)C(Cc1c[nH]c2ccccc12)NS(=O)(=O)c1cccc(Cl)c1Cl (stereo not drawn) | 5 | 0.4 |
| O=C(CNC(=O)C12CC3CC(CC(C3)C1)C2)N/N=C\c1ccccn1 | 13 | 2.0 |
| CCC(C)(C)n1nnnc1C(c1ccccc1)N1CCN(Cc2ccccc2)CC1 (stereo not drawn) | 8 | -1.2 |
| COc1cc(N2CCCC2)ccc1[N+](=O)[O-] | 48 | 0.8 |
| O=C(CN1C(=O)NC2(CCCC2)C1=O)N1CCN(S(=O)(=O)c2ccccc2)CC1 | 10 | -0.4 |
| CCOC(=O)Cn1c(=NC(=O)c2cccs2)sc2cc(C(=O)OC)ccc21 | 2 | -1.9 |
| CN(Cc1ccccc1)C(=O)CCn1c(=O)oc2ccccc21 | 5 | -0.5 |
| Cn1c(SCc2ccc([N+](=O)[O-])cc2)nc2c(c1=O)SCC2 | 30 | -4.4 |
| COc1ccc(C(=O)CSc2nnc(CN3CCCC3)n2-c2ccc(F)cc2)c(OC)c1 | 9 | -0.6 |
| Cc1cccc(C)c1N1CC(=O)N(c2c(C)cccc2C)CC1=O | 12 | -0.4 |
| COc1ccccc1CNC(=O)C12CC3CC(CC(C3)C1)C2 | 4 | / |
| CCC(Sc1nnc2c3ccccc3n(CC)c2n1)C(=O)Nc1sc2c(c1C#N)CCCC2 (stereo not drawn) | 4 | 3.2 |
| NC(=O)C1CN(C(=O)c2cccc(S(=O)(=O)N3CCc4ccccc43)c2)c2ccccc2O1 (stereo not drawn) | 69* | -0.9 |
| CCCCNC(=O)c1cc2c(=O)n(CC)c3ccccc3c2s1 | 2 | -1.4 |
| O=C(C1CCC1)N1CCc2cc(S(=O)(=O)NCc3ccco3)ccc21 | 27 | -0.3 |
| Cc1cc2nc(CSc3ccccc3)cc(=O)n2[nH]1 | 4 | 0.0 |
| Cc1ccc(NC(=O)c2c(C)nc3ccccn23)cc1C | 26 | -4.0 |
| Cc1csc(NC(=O)CSc2nnc(NC(=O)NC(C)(C)C)s2)n1 | 12 | -1.0 |
| COC(=O)/C(=N/Nc1ccc(C)cc1)N1CCCc2ccccc21 | 12 | 0.1 |
| CC1(C)CC2CC(C)(CN2C(=O)COC(=O)c2ccc(NC(=O)CC#N)cc2)C1 (stereo not drawn) | 1 | -1.9 |
| Cc1cc(NC(=O)COC(=O)c2cc(S(=O)(=O)N(C)C)ccc2Cl)no1 | 4 | 4.7 |
| Cc1cc(C)c2cc(C#N)c(SCC(=O)Nc3ccc4c(c3)OCO4)nc2c1 | 8 | -1.3 |
| Cc1cc(C(=O)CSc2nc3ccc(Cl)cc3[nH]2)c(C)n1C | 24 | -1.3 |
| O=C(CN1CCC(O)(c2cccc(C(F)(F)F)c2)CC1)NCCc1ccccc1 | 18 | -0.6 |
| Cc1ccc(C)c(NC(=O)CN(C)C(=O)CSCc2c(C)noc2C)c1 | 4 | -1.2 |
| CC(C)C(=O)NNS(=O)(=O)c1ccccc1 | 11 | -0.9 |
| Cc1cccc(Cl)c1NC(=O)N1CCCN(c2nc3ccc(Cl)cc3s2)CC1 | 44 | 0.3 |
| Cc1ccc(C(=O)N/C(=C\C=C\c2ccccc2)C(=O)NCc2ccco2)cc1 | 6 | 0.9 |
| CN(CC(=O)Nc1cccc(F)c1)C(=O)c1ccccc1Sc1ccccc1C#N | 33* | 0.1 |
| CC(C)OC(=O)CC12CN3CN(C1)CC(CC(=O)OC(C)C)(C3)C2=O | 23 | -2.6 |
| O=C(/C=C/c1cccs1)c1ccc(Br)cc1 | 9 | 1.2 |
| CC1(C)CC(=O)C=C(NCCN2CCN(C(=S)NC3CCCCC3)CC2)C1 | -1 | -1.9 |
| CC(=O)N/N=C\c1cccc(OC/C=C/c2ccccc2)c1 | / | -0.1 |
| CSc1ccccc1NC(=S)Nc1ccc(S(N)(=O)=O)cc1 | 13 | 0.7 |
| CSc1ccccc1C(=O)NCC(c1ccco1)N(C)C (stereo not drawn) | 5 | -2.1 |
| CCc1cc(CNC(=O)c2ccc3nc(Cc4ccc(OC)c(OC)c4)oc3c2)on1 | 10 | -0.6 |
| Cc1cc(N2CCCC2)nc(-c2ccccc2O)n1 | 11 | -0.1 |
| CCC1(O)c2ccccc2-c2ncccc21 (stereo not drawn) | 2 | -0.5 |
| CCC1(C(=O)c2ccccc2)C2c3cc(Br)ccc3OC(=O)C21C(=O)N1CCOCC1 (stereo not drawn) | 5 | -0.4 |
| Cc1nn(C)c(C(=O)N/N=C/c2ccc(C(F)(F)F)cc2)c1[N+](=O)[O-] | 5 | -0.2 |

Other compounds.
| canonical_smiles | OX1R FRET antag | STK33 inh |
| --- | --- | --- |
| O=C(COC(=O)CN1C(=O)COc2ccccc21)NCc1ccc(F)cc1 | 21 | -1.9 |
| CCNc1nc(NCC)nc(N(CC)C(N)=S)n1 | 8 | 1.7 |
| COc1ccccc1CCC(=O)Oc1ccccc1C#N | / | -0.9 |
| CN(C)CCNC(=O)c1[nH]nc2c1CCc1ccccc1-2 | 4 | -0.8 |
| Cc1cccc(N2CCN(S(=O)(=O)c3ccc4c(c3)C(C)(C)C(=O)N4C)CC2)c1C | 7 | -2.2 |
| O=C(/C=C/c1ccccc1Cl)NCCN1CCOCC1 | 0 | -1.2 |
| O=C(COc1ccc(Br)cc1Cl)NC(=S)Nc1ccccn1 | 27 | -1.3 |
| Cc1[nH]n(-c2ccccc2)c(=O)c1N=Nc1ccc(Cl)cc1 | 4 | 0.7 |
| O=S(=O)(Nc1ccn(-c2ccccc2)n1)c1ccc(Br)cc1 | 13 | -0.2 |
| Cc1ccc(CCNC(=O)C2CCC(CNc3c(N4CCC(C)CC4)c(=O)c3=O)CC2)cc1 (stereo not drawn) | 10 | -2.7 |
| O=C(COc1ccc(Cl)cc1Cl)NC(=S)N1CCCc2ccccc21 | 37 | 1.2 |
| Cc1nnc(SCC(=O)NCc2cccs2)n1-c1ccccc1 | 16 | -2.0 |
| Cc1noc(C)c1COc1ccccc1C(=O)N(C)CC(=O)Nc1ccc(Cl)c(Cl)c1 | 27 | 0.2 |
| Cc1cc(C(=O)NCc2ccccc2)c(=O)[nH]c1C | 4 | 0.4 |
| O=C1CCCc2nc(N3CCN(Cc4ccccc4)CC3)ncc21 | 7 | 1.4 |
| Cc1oncc1-c1csc(-c2ccccc2Cl)n1 | 9 | -1.7 |
| O=C(NCc1ccccn1)c1ccc(Cl)c(S(=O)(=O)Nc2ccccc2C(=O)NCc2ccccn2)c1 | 6 | -0.9 |
| C=C[C@@H]1c2cccc(C)c2N(S(=O)(=O)c2ccc(C)cc2)[C@H](c2ccc(OC(C)=O)cc2)C1(C#N)C#N | 10 | -1.3 |
| Cc1cc(SCC(=O)O)nc2ccccc12 | -3&18 | 3.8&0.9 |
| Cc1cc(NC(=O)CCC(=O)N(c2ccccc2)C(C(=O)NC2CCCC2)c2ccc(F)cc2)no1 (stereo not drawn) | 11 | -0.4 |
| CN(C)c1ccc(C(=O)C(O)c2ccc(C(C)(C)C)cc2)cc1 (stereo not drawn) | -1 | -1.7 |
| Cc1cc(C(=O)NNC(=O)[C@H](C)NC(=O)c2ccc(Br)cc2)c(C)o1 | 3 | -0.6 |
| CN1CCNC(=O)C1CC(=O)NCCC1=CCCCC1 (stereo not drawn) | 7 | -0.8 |
| CCS(=O)(=O)c1ccc2c(c1)N(S(=O)(=O)c1ccc(OC)cc1)CC(C(=O)O)O2 (stereo not drawn) | 11 | -0.6 |
| CCc1ccccc1NC(=S)N(CCCN1CCN(C)CC1)Cc1cccs1 | 6 | -2.3 |
| COc1ccc(OC)c(/C=N/Nc2nncn2/N=C/c2cc(OC)ccc2OC)c1 | 50 | -0.1 |
| Cc1ccc(N=C2C(=O)Nc3ccc(C)c(Br)c32)cc1 | 15 | 0.4 |
| CN1CCN(C(=S)Nc2ccccc2Cl)CC1 | -7 | -0.1 |
| CN1CCN(C(=O)c2ccc(CS(=O)(=O)c3c(Cl)cccc3Cl)o2)CC1 | 6 | 2.1 |
| NC(=O)NC(Cc1ccccc1)C(=O)NCC1(N2CCCCC2)CCCCC1 (stereo not drawn) | 8 | -1.4 |
| O=C1CCC(C(=O)N2CCC(CO)(Cc3ccc(Cl)cc3)CC2)=NN1 | 13 | -1.1 |
| O=C(Nc1ccc(S(=O)(=O)Nc2ncccn2)cc1)c1ccc(N2CCCC2=O)cc1 | 8 | -0.8 |
| COC(=O)c1ccccc1NC(=O)CSc1ccc(C)cc1 | 5 | -1.0 |
| C=CCn1c(SCC(=O)NCCc2ccccc2)nc2c([nH]c3ccccc32)c1=O | 26 | -0.3 |
| CN(C1CCCCC1)S(=O)(=O)c1ccc(NC(=O)Cn2nc(-c3ccc(F)cc3)ccc2=O)cc1 | 37 | -1.7 |
| CN(C)/C=C/C(=O)C(F)(F)F | -1 | -1.2 |
| NC(=O)c1ccc(OCC(F)(F)F)nc1 | -2 | -1.6 |
| C/C(=N\NC(=O)CNc1cccc(C)c1)c1ccc(Br)s1 | 11 | -2.1 |
| CCNC(=S)Nc1c(C)n(C)n(-c2ccccc2)c1=O | -5 | -0.1 |
| Cc1[nH]n(-c2ccccc2)c(=O)c1/C=N/NC(=O)c1cccc(F)c1 | 26 | -1.0 |
| O=C(O)c1c2c(nc3ccc(Cl)cc13)CCC2 | 13 | -1.1 |
| O=C(COc1ccccc1)Nc1ccc(S(=O)(=O)Nc2ncccn2)cc1 | 15 | 0.0 |
| O=C1CC(=C(c2ccccc2)c2ccccc2)C(=O)N1CCCCN1CCN(c2cccc(Cl)c2)CC1 | 19 | 1.1 |
| CCCCc1ccc(S(=O)(=O)NCCc2ccncc2)cc1 | 76* | -6.0 |
| COc1ccc2[nH]c(C)c(CCNC(=S)Nc3cc(C)ccc3C)c2c1 | 10 | 0.1 |
| Cc1cc(C)c(OCC(O)CNC(C)(C)C)c(C)c1 (stereo not drawn) | 6 | -1.8 |
| Cc1cc(=O)n2[nH]cnc2n1 | -6 | -2.3 |
| Cc1ccc(S(=O)(=O)CCC(=O)OCC(=O)Nc2cc(C)on2)cc1 | 15 | -1.0 |
| O=C(c1cc(-c2cccc(Cl)c2)on1)N1CCCC1 | 5 | -1.2 |
| Cc1cccc(N/N=C(\C(N)=O)C2=NC(C)(C)Cc3ccccc32)c1 | 24 | 7.8 |

Additional entries
| canonical_smiles | OX1R FRET antag | STK33 inh |
| --- | --- | --- |
| CN(C)S(=O)(=O)c1ccc(NC(=O)c2cc(F)c(F)cc2Cl)cc1 | 10 | -1.5 |
| CCCc1cc(=O)[nH]c(SCC(=O)Nc2ccc(C)cc2)n1 | 8 | -2.2 |
| O=C(NC1CCCCCCC1)c1ccccc1O | 24 | -1.1 |
| O=C(Cn1cnc2c(nnn2-c2ccccc2)c1=O)NCc1ccc(F)cc1 | -19 | -1.8 |
| O=C(COC(=O)c1ccccc1[N+](=O)[O-])NNC(=O)c1cccs1 | 33 | -0.3 |
| CCN(CC)c1ccc(/C=C2\NC(=O)NC2=O)cc1 | 41 | -0.7 |
| CC1(NC(=O)Cc2csc(-c3ccc(Cl)cc3)n2)CCS(=O)(=O)C1 (stereo not drawn) | 15 | 1.1 |
| CCCn1c(N2CCN(C)CC2)nc2c1c(=O)[nH]c(=O)n2C | 7 | -2.7 |
| CCOc1ccccc1OCCCC(=O)NC1CCCc2ccccc21 (stereo not drawn) | 5 | -0.7 |
| COc1cc(CNCCO)cc(Br)c1OCc1ccccc1 | 17 | -1.0 |
| O=C(CCc1nc2ccccc2s1)c1ccccc1 | 20 | -1.1 |
| Cc1ccc(-c2noc(-c3ccccc3Br)n2)cc1 | 18 | -2.9 |
| COc1ccc(N=Cc2c(O)[nH]c3ccccc23)cc1 | 36 | 3.7 |
| Cc1ccc(S(=O)(=O)/N=C(\CN2CCOCC2)N2CCCC2)cc1 | -3 | 4.4 |
| COCc1ccc(C(=O)N2CCN(CC(=O)N3CCCC3)CC2)cc1 | 0 | -0.8 |
| C/C(=N\NC(=O)c1nn(C)cc1Br)c1cccc(NC(=O)c2ccncc2)c1 | 21 | 1.6 |
| CC(C)C(=O)N1CCN(c2ccc(NC(=O)COc3ccccc3[N+](=O)[O-])cc2)CC1 | 51 | -0.2 |
| CC1=NN(C(=O)COc2cc(C)ccc2C(C)C)C(O)(c2ccccc2)C1 (stereo not drawn) | 5 | -1.4 |
| COC(=O)CCN(Cc1ccccc1)S(=O)(=O)c1ccccc1Br | 7 | / |

Screening results from PubChem.
